KCNK9 block: blocks the human KCNK9 two-pore domain potassium channel; B-score at 10 µM; 310,000 tested, 1.2% active; Q9NPC2; HEK293 KCNK9, FluxOR thallium flux fluorescence; hits give low values; AID 488922;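 active means ratio B-score over 3 SD below the library mean, with starting fluorescence within 5 SD of its mean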;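 further: negative B-score means less thallium flux so channel inhibition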
Target sequence (Q9NPC2 whole entry, looked up, the tested form may be a part): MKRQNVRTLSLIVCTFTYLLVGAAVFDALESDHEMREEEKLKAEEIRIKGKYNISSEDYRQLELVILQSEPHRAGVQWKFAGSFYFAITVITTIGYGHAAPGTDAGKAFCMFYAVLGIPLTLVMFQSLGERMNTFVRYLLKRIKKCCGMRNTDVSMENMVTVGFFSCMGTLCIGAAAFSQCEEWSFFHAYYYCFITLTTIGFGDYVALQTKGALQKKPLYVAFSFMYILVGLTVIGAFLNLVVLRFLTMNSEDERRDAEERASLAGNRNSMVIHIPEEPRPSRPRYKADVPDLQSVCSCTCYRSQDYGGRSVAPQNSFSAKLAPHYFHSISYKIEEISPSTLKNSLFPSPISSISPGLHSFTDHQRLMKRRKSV
KCNQ1 pot: potentiators or activators of human KCNQ1 potassium channel | P51787 | CHO-K1 KCNQ1, thallium flux FluxOR fluorescence; hits give high values | B-score at 10 µM | 310,000 tested, 0.35% active | AID 2648;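 active means fluorescence ratio B-score, a plate-corrected score, at least three library SD, with initial intensity B-score within 5 SD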
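Medium – assay buffer, equal DMSO in all wells · Material – CHO-K1 cell line with stable KCNQ1 potassium channel expression · Signal – kinetic FluxOR thallium fluorescence, 10-s 1-Hz baseline, 110-s post-stimulus read · Compound – single concentration per compound, DMSO matched to controls · Schedule – 37 °C overnight plating, 90-min dark dye load, 20-min compound pretreatment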
DYRK1A inh: Dyrk1A (rat) kinase inhibition; 310,000 tested, 0.43% active; inhibition, % at 12.5 µM; ADP-Glo luminescence, NFATc1 peptide; in the data active means inhibition above about 50%;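 further: plate controls were vehicle with enzyme for no effect and no enzyme for full effect; many of its hits are not listed in these tables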
PolyA inhibitor: inhibitors of polyadenylation in S. cerevisiae; S. cerevisiae SKY197-pL101 polyadenylation reporter, beta-gal luminescence; efflux-impaired pdr1/pdr3 knockout yeast; score 100 = 6 SD above DMSO; calls only at 12 µM; 300,000 tested, 0.02% active; AID 1875;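 active means lowest replicate activity score at least 50, where 100 means six control SD above control mean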;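 further: yeast exposed to compound for 9 h at 30 °C; higher score means more reporter readthrough which indicates perturbed polyadenylation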
KCNK3 inh: human KCNK3 channel inhibition, primary screen. B-score at 10 µM. O14649. 340,000 tested, 0.84% active. AID 602410. CHO-KCNK3 thallium flux, FluxOR fluorescence; hits give low values;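 active means B-score under library mean minus 4 SD, starting fluorescence ratio at most library mean plus 5 SD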;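 further: more negative B-score means stronger inhibition of thallium flux through KCNK3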
Target sequence (O14649 whole entry, looked up): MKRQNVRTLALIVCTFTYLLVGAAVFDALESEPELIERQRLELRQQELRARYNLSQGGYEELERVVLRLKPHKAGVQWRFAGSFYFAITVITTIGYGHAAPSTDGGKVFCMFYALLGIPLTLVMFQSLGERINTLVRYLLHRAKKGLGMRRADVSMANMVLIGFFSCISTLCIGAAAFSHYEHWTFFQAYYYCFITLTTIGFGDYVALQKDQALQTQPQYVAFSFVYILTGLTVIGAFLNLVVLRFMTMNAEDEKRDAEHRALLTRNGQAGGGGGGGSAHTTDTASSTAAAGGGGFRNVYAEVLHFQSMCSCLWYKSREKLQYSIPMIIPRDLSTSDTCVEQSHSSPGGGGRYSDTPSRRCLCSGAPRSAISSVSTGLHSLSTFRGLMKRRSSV
RGS4 act: potentiators or activators of RGS4; B-score at 10 µM; 310,000 tested, 0.92% active; HEK293 M3R/inducible RGS4, carbachol calcium flux Fluo4; hits give low values;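 active means B-score of the integrated calcium signal more than 4 SD below the library mean, with starting fluorescence not abnormally high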;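 further: negative B-score means reduced calcium response which marks RGS4 activation or potentiation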
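System: HEK293 FlpIn-TREx cells, stable M3R, doxycycline-inducible RGS4. Timing: overnight RGS4 induction, 30 min dye load 37 °C, 20 min compound RT. Also added: carbachol, ECmax concentration. Measured by: Fluo4 fluorescence kinetic imaging of calcium. Evaluation: integrated calcium ratio converted to B score.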
RGS4 inh: inhibitors of human RGS4; P49798; HEK293 M3R/RGS4 inducible, Fluo-4 calcium flux; hits give high values; triggered by carbachol at its EC20; B-score at 10 µM; 310,000 tested, 0.45% active; AID 463165;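 active means B-score, a plate-corrected calcium signal, over three deviations above library mean, with baseline fluorescence within five deviations of library mean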;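 further: RGS4 expression induced by doxycycline in cells with stable M3 receptor; B-score is computed from the integrated fluorescence ratio over baseline after carbachol; higher B-score means a larger calcium signal and so more RGS4 inhibition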
Target sequence (P49798 whole entry, looked up): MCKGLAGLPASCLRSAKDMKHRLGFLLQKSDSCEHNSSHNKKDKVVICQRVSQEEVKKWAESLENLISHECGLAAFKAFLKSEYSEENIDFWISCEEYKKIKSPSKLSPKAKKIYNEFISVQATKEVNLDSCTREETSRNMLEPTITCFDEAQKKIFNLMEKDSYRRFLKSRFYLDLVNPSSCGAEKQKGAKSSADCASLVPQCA
KCNQ1 inh: blocks the human KCNQ1 potassium channel. B-score at 10 µM. P51787. 310,000 tested, 1.3% active. CHO-K1 KCNQ1, FluxOR thallium flux fluorescence; hits give high values;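 active means compounds whose thallium flux B-score, printed positive for inhibition, exceeds three library SD while starting fluorescence stays within three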;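 further: channel opened by potassium depolarization with thallium stimulus after 20 min compound exposure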
GSK3B inh: blocks human GSK3beta kinase activity; activity score (negative = inhibition), % at 10 µM; P49841; 300,000 tested, 0.038% active; AID 2097; GST-GSK3beta kinase, ADP-Glo luminescence, 60 min; hits give low values;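 active means more than half of replicate wells score below -50%, meaning over 50% inhibition versus plate controls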;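 further: 0% = median DMSO wells and -100% = median GW8510 positive control wells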
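test system = GST-tagged human GSK3beta kinase, cell-free | reagent = 25 µM ATP with peptide substrate | dosing = one dose of 10 µM per compound | schedule = 60 min reaction, RT | detection = luminescent ADP-Glo measurement of ADP formed | control set = DMSO neutral wells and GW8510 at 20 µM as positive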
GSK3A inh: blocks human GSK-3 alpha kinase; P49840; ADP-Glo luminescence, 60 min; inhibition, % at 10 µM; 320,000 tested, 0.1% active;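 in the data active means inhibition above about 50%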;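 further: GST-tagged GSK-3 alpha with peptide substrate and 25 µM ATP; 0% = DMSO neutral wells and 100% = GW8510 positive control wells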
hERG protect: compounds protecting human hERG from proarrhythmic drug block; Q12809; CHO-hERG, FluxOR thallium flux, dofetilide IC70 present; activation (rescue from dofetilide block), less the hit threshold, % at 10 µM; 310,000 tested, 0.51% active;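 active means activation above the mean of controls blocked by dofetilide plus 5 SD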;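 further: thallium influx through hERG after potassium depolarization seen as dye fluorescence rise; in these data hits start at about 4.7%; inactives centre near -7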
An asterisk follows results filed as active; i = inactive; · = not tested or not shown. Some of the compounds tested; the hit share may differ from the screen's.

SMILES | KCNK9 block | KCNQ1 pot | DYRK1A inh | PolyA inhibitor | KCNK3 inh | RGS4 act | RGS4 inh | KCNQ1 inh | GSK3B inh | GSK3A inh | hERG protect
COc1ccc(C#Cc2ccc3c(c2)c(=O)c2ccccc2n3C)cc1 | -7.4* | i | 21 | i | i | i | i | i | 1 | 0 | -20
O=S(=O)(Nc1nc(-c2sccc2Cl)cs1)c1cc(Cl)ccc1Cl | i | 47* | 8 | i | i | i | i | i | 5 | -9 | 47*
CC1(C)Cc2ccccc2-c2nc3ccccc3c(=O)n21 | i | i | 3 | i | i | i | i | i | -2 | 0 | -10
O=C(CN1CCN(c2ccc(F)cc2)CC1)Nc1ccc(F)c(F)c1 | i | i | 17 | i | i | i | i | i | 1 | -1 | -9
CC(=O)Nc1ccc(Br)cc1C(=O)C(=O)O | i | i | 1 | i | i | i | i | i | 0 | -1 | -1
CC(=O)Nc1ccc(OCC(=O)NCc2ccc3c(c2)OCO3)cc1 | i | i | 2 | i | i | i | i | i | -23 | -8 | -7
Cc1ccc(/C=N/NC(=O)c2ccc(NC(=O)c3ccccc3Cl)cc2)o1 | i | i | -3 | i | i | i | i | i | 1 | -1 | -10
CN(C(=O)c1ccc(OC2CCN(Cc3ccccn3)CC2)cc1)C1CCCCC1 | i | i | 0 | i | i | i | i | i | 4 | 0 | -6
c1ccc(-c2nnnn2-c2ccccc2)cc1 | i | i | -1 | i | i | i | i | i | 5 | -2 | -1
CCOC(=O)C1(C)C=C(Nc2ccccc2)C(=O)N1c1ccccc1 (stereo not given) | i | i | · | i | i | i | i | i | -1 | -3 | -11
Cn1c(=O)c2c(SCc3c(F)cccc3Cl)nc(CC(C)(C)C)nc2n(C)c1=O | i | i | 5 | i | i | i | i | i | -2 | 0 | -10
Cc1ccc(S(=O)(=O)N2CCC(C(=O)OCC(=O)N3CCc4ccccc43)CC2)cc1 | i | i | -5 | i | i | i | i | i | -1 | 2 | -3

Given with each value named: entries from further up.
> COc1ccc(C#Cc2ccc3c(c2)c(=O)c2ccccc2n3C)cc1
- KCNK9 block: -7.4*
- KCNQ1 pot: i
- DYRK1A inh: 21
- PolyA inhibitor: i
- KCNK3 inh: i
- RGS4 act: i
- RGS4 inh: i
- KCNQ1 inh: i
- GSK3B inh: 1
- GSK3A inh: 0
- hERG protect: -20
> O=S(=O)(Nc1nc(-c2sccc2Cl)cs1)c1cc(Cl)ccc1Cl
- KCNK9 block: i
- KCNQ1 pot: 47*
- DYRK1A inh: 8
- PolyA inhibitor: i
- KCNK3 inh: i
- RGS4 act: i
- RGS4 inh: i
- KCNQ1 inh: i
- GSK3B inh: 5
- GSK3A inh: -9
- hERG protect: 47*

(list continues)
SMILES | KCNK9 block | KCNQ1 pot | DYRK1A inh | PolyA inhibitor | KCNK3 inh | RGS4 act | RGS4 inh | KCNQ1 inh | GSK3B inh | GSK3A inh | hERG protect
COC(=O)c1ccccc1-c1ccc(/C=N/NC(N)=O)o1 | i | i | · | i | i | i | i | i | 3 | 0 | -13
O=C(CNC(=O)C1COc2ccccc2O1)N/N=C\c1cccc(O)c1 (stereo not given) | i | i | -4 | i | i | i | i | i | 1 | 7 | -12
CCc1ccc(N2C(=O)CN(CC(=O)OC)C2=S)cc1 | i | i | -3 | i | i | i | i | i | 2 | 1 | -6
Cc1ccn2cc(CCNC(=O)COc3ccccc3)nc2c1 | i | i | -2 | i | i | i | i | i | 0 | -1 | -8
COCCNC(=O)CSc1nc2cc(OC)c(OC)cc2c(=O)n1CCC1=CCCCC1 | i | i | -2 | i | i | i | i | i | 2 | · | -13
Cc1cc(C)nc(Nc2n[nH]c(Cc3ccccc3)n2)n1 | i | i | · | i | · | i | i | i | -2 | · | -9
CCCCc1nc(SCC(=O)Nc2ncccn2)n[nH]1 | i | i | 8 | i | i | i | i | i | -6 | 1 | -4
Cc1cc(C)c2c(N)c(C(=O)Nc3ccccc3Br)sc2n1 | i | i | 13 | i | i | i | i | i | 3 | 1 | -4
Cc1ccc(C)c(OCCn2cc(C(=O)O)c3ccccc32)c1 | i | i | 1 | i | i | i | i | i | -4 | -2 | -7
O=[N+]([O-])c1ccc(N/N=C2\CC3CC=CC23)cc1 (stereo not given) | i | i | -3 | i | i | i | i | i | 0 | 0 | -28
S=C(Nc1ccc(Cl)cc1)N(CCCN1CCOCC1)Cc1ccco1 | i | i | 3 | i | i | i | i | i | 0 | -2 | 0
COc1ccc(OCC(=O)NN2Cc3ccccc3C2=N)cc1 | i | i | 6 | i | i | i | i | i | 2 | 0 | -6

Quoted from the results shown for reference:
SMILES | KCNK9 block | KCNQ1 pot | DYRK1A inh | PolyA inhibitor | KCNK3 inh | RGS4 act | RGS4 inh | KCNQ1 inh | GSK3B inh | GSK3A inh | hERG protect
O=C(CNC(=O)C1COc2ccccc2O1)N/N=C\c1cccc(O)c1 (stereo not given) | i | i | -4 | i | i | i | i | i | 1 | 7 | -12
CCc1ccc(N2C(=O)CN(CC(=O)OC)C2=S)cc1 | i | i | -3 | i | i | i | i | i | 2 | 1 | -6

(further entries)
SMILES | KCNK9 block | KCNQ1 pot | DYRK1A inh | PolyA inhibitor | KCNK3 inh | RGS4 act | RGS4 inh | KCNQ1 inh | GSK3B inh | GSK3A inh | hERG protect
CC(=O)N1CCCc2ccc(NS(=O)(=O)c3ccc(C)cc3)cc21 | i | i | -3 | i | i | i | i | i | -1 | 0 | -6
O=C(NCCN1CCCCCC1)C1CC(=O)N(CCc2ccccc2)C1 (stereo not given) | i | i | 4 | i | i | i | i | i | 1 | 0 | -11
N#Cc1ccc(OCC(=O)OCC(=O)Nc2ccc(N3CCOCC3)cc2)cc1 | i | i | 8 | i | i | i | i | i | -1 | -1 | -10
Cc1ccn2c(C(=O)N/N=C\c3cccs3)c(C)nc2c1 | i | i | 2 | i | i | i | i | i | 0 | -4 | -13
CCCCC1CCC(C(=O)Nc2ccc(S(=O)(=O)Nc3nccs3)cc2)CC1 (stereo not given) | i | i | -28 | i | i | i | i | i | -2 | -1 | -15
CC1(C)CC(=O)C2=C(C1)Nc1ccccc1NC2c1ccc(F)c(F)c1 (stereo not given) | i | i | 4 | i | i | i | i | i | -2 | 7 | -6
CCCOc1ccc(N2CC(C(=O)Nc3ncccc3C)CC2=O)cc1 (stereo not given) | i | i | -9 | i | i | i | i | i | 2 | -4 | -3
COC(=O)c1cccc(C(=O)Oc2cccc(Br)c2)n1 | i | i | 1 | i | i | i | i | i | 2 | -1 | -4
CC1(C)CC(=O)c2cnc(N3CCc4ccccc43)nc2C1 | i | i | · | i | i | i | i | i | 0 | -1 | -10
COc1ccccc1CNC(=O)CSc1nc(=O)n(Cc2ccncc2)c2c1CCC2 | i | i | 3 | i | i | i | i | i | 5 | -2 | -12
COc1ccc(CC(=O)Nc2ccc(C(=O)O)cc2NC(=O)Cc2ccc(OC)cc2)cc1 | i | i | 8 | i | i | i | i | i | 1 | -3 | -10
COc1ccccc1CNC(=O)CC(C)C | i | i | -6 | i | i | i | i | i | -4 | -4 | -8
CSc1ncccc1C(=O)OCC(=O)N1CCOCC1 | i | i | -4 | i | i | i | i | i | 6 | -2 | -6
COc1ccc(CCNC(=O)Cn2c(=O)n(CC3CCCO3)c(=O)c3cc(OC)c(OC)cc32)cc1OC (stereo not given) | i | i | -6 | i | i | i | i | i | -2 | -1 | -7
Cc1ccc(S(=O)(=O)N2CCN(S(C)(=O)=O)CC2)cc1 | i | i | -6 | i | i | i | i | i | 3 | -6 | -11
COc1ccccc1Cn1cnc2cccnc21 | i | i | 12 | i | i | i | i | i | 0 | 0 | -13
O=C(O)C(Oc1ccc2ccccc2c1)c1ccccc1 (stereo not given) | i | i | 4 | i | i | i | i | i | 6 | -3 | -12
O=C(N/N=C/c1cccc(O)c1)c1ccc2c(c1)OCCO2 | i | i | 7 | i | i | i | i | i | -2 | 1 | -7
Cc1ccc(C)n1-c1nnc(N2CCC(C(=O)NCCCN3CC(C)CC(C)C3)CC2)s1 (stereo not given) | i | i | -1 | i | i | i | i | i | -5 | 2 | -3
Cc1ccc(NC(=O)C2CCCN(S(=O)(=O)c3c(C)noc3C)C2)cc1F (stereo not given) | i | i | 3 | i | i | i | i | i | 0 | 1 | -8
O=C(CCCSc1nc2ccccc2s1)NCc1ccc2c(c1)OCO2 | i | i | 1 | i | i | i | i | i | 2 | -1 | -7
Cc1ccc(C(=O)NCCc2nnc3ccc(SCC(=O)Nc4ccc(C)cc4C)nn23)cc1 | i | i | 8 | i | i | i | i | i | 0 | -1 | -12
